Source: PubChem (NCI)
Growth percent in the NCI-60 one-dose screen (48 h, 10 µM unless noted): 100 = growth as untreated, 0 = no growth, -100 = all killed.
MDA-MB-468: MDA-MB-468 breast cancer. AID 2202374. hit rate 8.5% among 78,000
K-562: K-562 leukemia. hit rate 7.4% among 78,000. AID 1794777
HOP-62: HOP-62 NSCLC | hit rate 3.9% among 80,000 | AID 1794735
MDA-MB-435: MDA-MB-435 melanoma; hit rate 7.8% among 82,000
CCRF-CEM: CCRF-CEM leukemia | hit rate 7% among 77,000
MOLT-4: MOLT-4 leukemia cells. hit rate 6.9% among 80,000. AID 1794779
SR: SR leukemia cells; AID 1794780; hit rate 8.7% among 73,000
RPMI-8226: RPMI-8226 leukemia cells; hit rate 7.5% among 77,000
* = called active by the depositor; / = not tested or not shown; & = joins results of further samples. How the source made its calls: active means growth percent below 10; inactive means the rest. This is a random part of the collection. About 15% of those tested had a hit in this group.

1) CCSC1OC(C(COC(C)=O)OC(C)=O)C(OC(C)=O)C1NC(C)=S (centres undefined)
2) CCS(=O)(=O)N(C)c1ccc(C(=O)N2CCN(c3cccc(Cl)c3)CC2)cc1
3) S=c1[nH]cccc1-c1nnc2n1Nc1nc3ccc(Cl)cc3cc1CS2
4) COC(=N)N(Cc1ccccc1)Cc1ccccc1
5) Cc1noc(C)c1CSc1ccccc1C(=O)N1CCN(c2cccc(C(F)(F)F)c2)CC1
6) NC(=NC1C2CC3CC(C2)CC1C3)Nc1ccc(I)cc1 (centres undefined)
entry no.	1	2	3	4	5	6
MDA-MB-468	112	82	109	102	38	-3.9*
K-562	103	86	97	107	53	/
HOP-62	119	102	108	94	92	13
MDA-MB-435	100	104	103	104	83	31
CCRF-CEM	95	80	100	108	/	8.2*
MOLT-4	93	88	92	109	68	5.6*
SR	109	85	86	/	39	-10*
RPMI-8226	110	68	98	136	54	21

7) Cc1ccc(-c2cc3nc(C(Cl)Cl)nc(-c4ccccc4)n3n2)cc1
8) CS(=O)(=O)c1ccc(/C(=N/N=C(N)N)c2ccccc2)cc1
9) Cc1cc(=O)oc2cc(OCCCOc3ccc(/C=C/C(=O)Nc4ccc([N+](=O)[O-])cc4)cc3)ccc12
10) N#CC(N)c1ccc(OCCCCCCCCCCOc2ccc(C(N)C#N)cc2)cc1 (centres undefined)
11) Cc1cc(S(=O)(=O)/N=C(\N)n2nc(C)c(C)c2C)c(SCc2ccccc2)cc1Cl
12) OC(c1ccccc1)C(O)(c1ccccc1)c1ccc(Cl)cc1 (centres undefined)
entry no.	7	8	9	10	11	12
MDA-MB-468	-16*	99	112	106	66	106
K-562	90	127	104	86	31	80
HOP-62	74	106	108	80	92	99
MDA-MB-435	92	104	101	94	27	81
CCRF-CEM	101	97	108	76	42	96
MOLT-4	97	101	103	84	46	94
SR	85	114	108	77	66	92
RPMI-8226	82	111	102	93	26	87

13) COc1ccc(-c2cn(-c3ccc(Cl)cc3)c(SCC(=O)c3ccc([N+](=O)[O-])cc3)n2)cc1
14) CC(C)(C)C(CCc1ccc(Cl)cc1)N1CCN(C2CCCCC2)CC1 (centres undefined)
15) Oc1ccc(CCl)c2cccnc12
16) CC(=O)c1cc2c(N)c(C(=O)Nc3ccccc3)sc2nc1C
17) CSC1=NC=C(C#N)C2=NC(c3c(F)cccc3Cl)NN12 (centres undefined)
18) CC(=O)c1cc2c(C)cc(=O)oc2cc1O
entry no.	13	14	15	16	17	18
MDA-MB-468	71	58	86	24	74	105
K-562	102	9.2*	44	/	73	86
HOP-62	50	47	93	75	113	104
MDA-MB-435	80	39	85	-29*	104	126
CCRF-CEM	94	26	32	84	95	108
MOLT-4	83	/	83	86	86	80
SR	90	-13*	/	52	89	/
RPMI-8226	97	24	57	89	86	104

Part of the list above, set out differently:
# | compound | MDA-MB-468 | K-562 | HOP-62 | MDA-MB-435 | CCRF-CEM | MOLT-4 | SR | RPMI-8226
17 | CSC1=NC=C(C#N)C2=NC(c3c(F)cccc3Cl)NN12 (centres undefined) | 74 | 73 | 113 | 104 | 95 | 86 | 89 | 86
18 | CC(=O)c1cc2c(C)cc(=O)oc2cc1O | 105 | 86 | 104 | 126 | 108 | 80 | / | 104

Complete entries, quoted from the list.
CC(=O)c1cc2c(C)cc(=O)oc2cc1O is entered as MDA-MB-468 = 105; K-562 = 86; HOP-62 = 104; MDA-MB-435 = 126; CCRF-CEM = 108; MOLT-4 = 80; SR = /; RPMI-8226 = 104
CC(=O)c1cc2c(N)c(C(=O)Nc3ccccc3)sc2nc1C is entered as MDA-MB-468 = 24; K-562 = /; HOP-62 = 75; MDA-MB-435 = -29*; CCRF-CEM = 84; MOLT-4 = 86; SR = 52; RPMI-8226 = 89

Next part:
19) Cc1cccc(Nc2cc(=S)nc(N)[nH]2)c1
20) c1ccc(-c2cn(Cc3nc(-c4ccccc4)no3)nn2)cc1
21) O=C(CN1CCN(c2cc3c(cc2F)c(=O)c(C(=O)O)cn3C2CC2)CC1)Nc1nc(-c2ccc(Cl)cc2)cs1
22) COc1cc2c(cc1OC)[C@H](c1ccc3c(c1)OCO3)[C@@H](C)C(C)=C2
23) O=C(COc1ccccc1Cl)Nc1nc(-c2cccs2)cs1
24) Cc1c(C)c(N2C(=O)C=CC2=O)c(C)c(C)c1N1C(=O)C=CC1=O
entry no.	19	20	21	22	23	24
MDA-MB-468	98	108	22	97	/	96
K-562	99	94	25	81	83	78
HOP-62	106	100	26	108	95	92
MDA-MB-435	103	112	25	103	110	102
CCRF-CEM	110	101	24	81	87	/
MOLT-4	104	100	31	65	70	72
SR	100	101	29	20	75	/
RPMI-8226	96	94	1.1*	51	103	/

25) COCCOC(=O)C1=C(C)NC(=O)NC1c1ccc2c(c1)OCO2 (centres undefined)
26) O=C(Nc1nc(-c2ccc([N+](=O)[O-])cc2)cs1)c1ccccc1CN1C(=O)c2ccccc2C1=O
27) Nc1nc(=O)c2cnccc2c(=O)[nH]1
28) Cc1cc(C)nc(NS(=O)(=O)c2ccc(Nc3nc(C)c4c(=O)[nH]c(NCc5ccccc5)nc4n3)cc2)n1
29) CC(CC(=O)c1cc(Cl)ccc1O)CC(C)(C)C (centres undefined)
30) C=CCc1cccc(CC=C)c1O
entry no.	25	26	27	28	29	30
MDA-MB-468	106	98	101	/	/	106
K-562	97	97	97	67	119	97
HOP-62	108	107	95	79	85	103
MDA-MB-435	101	96	101	99	102	106
CCRF-CEM	99	94	102	81	106	124
MOLT-4	101	95	103	77	69	100
SR	105	100	98	68	/	97
RPMI-8226	101	98	110	49	43	/

31) C=CCN1C(=O)c2cccc3c(N4CCOCC4)ccc(c23)C1=O
32) Cn1ccc2c(cnc3ccccc32)c1=O
33) CC(=O)Nc1ccc(-c2cn(-c3cccc(C(=O)Nc4ccc(F)c(C(F)(F)F)c4)c3)nn2)cn1
34) CN(C)c1ccc(N=Nc2ccc3ccccc3c2)cc1
35) Oc1ccc2ccccc2c1CN1CCOCC1
36) O=C(Nc1ccc(-c2ccc3c(c2)NC(=O)/C3=C\c2ccc[nH]2)cc1)Nc1cccc(Cl)c1
entry no.	31	32	33	34	35	36
MDA-MB-468	-40*	95	43	5.1*	123	-56*
K-562	9.8*	108	11	83	118	7.6*
HOP-62	26	92	88	110	122	-30*
MDA-MB-435	0.4*	102	60	101	112	10
CCRF-CEM	-7.2*	104	54	72	95	14
MOLT-4	-21*	103	37	81	100	5.1*
SR	-9.4*	/	35	62	/	6.4*
RPMI-8226	-26*	101	67	80	97	18

37) NC(N)=N/N=C(\C(=N\N=C(N)N)c1ccccc1)c1ccccc1
38) CC(=O)[C@H]1CC[C@]2(C)[C@@H]1CC[C@@H]1[C@@]3(C)Cc4nc5ccccc5nc4C(C)(C)[C@@H]3CC[C@]12C
39) C=C1CC[C@H]2[C@@](C)(CCC3OC(c4ccc(OCc5cn(CC(O)C6OC7OC(C)(C)OC7[C@@H]6OCc6ccccc6)nn5)cc4)OC[C@]32C)[C@@H]1/C=C/C1=CCOC1=O (some centres undefined)
40) CC(=O)c1cc(-c2ccccc2N)n(-c2ccc3c(c2)OCO3)c1C
41) CC(C1SC(=S)NC1=O)C1SC(=S)NC1=O (centres undefined)
42) O=[N+]([O-])c1cccc(-c2nc3sccn3c2-c2ccnc(NCCCNS(=O)(=O)c3cccc4ccccc34)n2)c1
entry no.	37	38	39	40	41	42
MDA-MB-468	/	85	90	31	101	50
K-562	/	112	71	5.6*	107	50
HOP-62	97	98	101	31	102	105
MDA-MB-435	109	97	105	-44*	110	75
CCRF-CEM	112	109	82	12	104	46
MOLT-4	105	96	63	16	103	42
SR	/	103	76	14	101	67
RPMI-8226	120	66	64	20	102	43

Quoted from the listing:
MDA-MB-435 with #37 → 109
RPMI-8226 with #41 → 102

Later entries:
43) CC(C)CCNC(C)C(C)OC(=O)c1ccccc1 (centres undefined)
44) Cc1sc2nc(NCCCN)[nH]c(=O)c2c1C
45) OCCN1CCN(c2nc(Nc3ccc(-c4nc5ccccc5[nH]4)cc3)c3cn[nH]c3n2)CC1
46) CCNC(=O)c1[nH]cc(-c2ccccc2)c1-c1cc(OC)c(OC)c(OC)c1
47) COc1ccc(Nc2cc(C)c(C#N)c3nc4ccccc4n23)cc1
48) CC1=CC(C)C(=O)N(CCN2CCOCC2)C(C)=C1 (centres undefined)
entry no.	43	44	45	46	47	48
MDA-MB-468	101	94	-82*	96	111	96
K-562	92	88	/	96	95	84
HOP-62	100	83	-93*	96	80	107
MDA-MB-435	102	97	-90*	102	113	107
CCRF-CEM	/	97	-74*	/	88	94
MOLT-4	92	85	-80*	104	/	94
SR	90	99	-61*	95	89	88
RPMI-8226	102	98	-49*	125	93	102

49) O=[N+]([O-])c1ccc2c(c1)sc1nc(-c3c[nH]c4ccccc34)c(Nc3ccccc3)n12
50) CC(=O)Nc1cc(C)c(C)cc1[N+](=O)[O-]
51) CC(C)(C)n1cc(-c2ccnc(NCCNS(=O)(=O)c3ccc(F)cc3)c2)c(-c2cccc(F)c2)n1
52) CCC(C)Cn1cnc2c(SCc3ccccn3)nc(N)nc21 (centres undefined)
53) Cc1cccc(N=Nc2cccc(C)c2)c1
54) COc1c(C)c2c(c(O)c1C/C=C(\C)CCC(=O)OCCN1CCOCC1)C(=O)OC2
entry no.	49	50	51	52	53	54
MDA-MB-468	104	107	71	110	108	33
K-562	92	120	57	/	138	26
HOP-62	85	101	93	93	104	35
MDA-MB-435	98	107	99	100	100	26
CCRF-CEM	106	94	99	94	108	19
MOLT-4	97	106	78	99	111	24
SR	93	110	45	119	108	/
RPMI-8226	98	114	67	92	110	16

55) c1ccc2c(-c3nn4cc(-c5nccs5)nc4s3)c[nH]c2c1
56) O=C1C=CC(=O)N1Cc1ccccn1
57) O=C1CCCCCN1C(=O)c1ccccc1
58) O=C(O)c1ccc(-c2nn(-c3ccc(C(F)(F)F)cc3)cc2CNc2cccc(Cl)c2F)cc1
59) CCC(=C(c1ccc(OCCN(CC)CC)cc1)c1ccc(OCCN(CC)CC)cc1)c1ccc(Cl)cc1
60) Cc1ncc(C(=O)Nc2ccc(CN3CCN(C)CC3)c(C(F)(F)F)c2)cc1C#Cc1cnc(N)c2ncccc12
entry no.	55	56	57	58	59	60
MDA-MB-468	99	105	104	97	-79*	63
K-562	100	111	90	70	0.5*	-59*
HOP-62	84	114	109	97	-27*	21
MDA-MB-435	100	/	119	86	-92*	-66*
CCRF-CEM	103	116	92	79	-65*	-1.2*
MOLT-4	102	92	98	87	-60*	-25*
SR	97	96	108	83	-40*	-34*
RPMI-8226	92	118	87	67	-48*	-26*

61) O=C1NC2(c3ccccc3)NC(=O)NC2(c2ccccc2)N1 (centres undefined)
62) CCOc1ccc(/C=N/NC(=O)Cn2nc(Cc3ccc([N+](=O)[O-])cc3)c3onc(C)c3c2=O)cc1
63) COc1ccc(C(=O)/C=C/c2cccc3ccccc23)cc1S(N)(=O)=O
64) CC(C)(CCCCC(C)(C)/C(=N/O)c1ccccc1)/C(=N/O)c1ccccc1
65) Nc1nc(-c2ccccc2)c(N=Nc2ccc([N+](=O)[O-])cc2)s1
66) CC(C)(C)OC(=O)NC(C)(C)C(=O)NCCC(=O)O
entry no.	61	62	63	64	65	66
MDA-MB-468	111&104	-31*	-56*	93	64	98
K-562	104&105	62	/	92	89	107
HOP-62	102&104	-17*	18	90	92	98
MDA-MB-435	103&107	50	5.3*	103	112	98
CCRF-CEM	116&101	89	4.7*	/	89	95
MOLT-4	109&104	76	/	/	94	86
SR	106&101	63	/	88	93	93
RPMI-8226	91	69	-11*	/	88	98

67) Cc1c(C(=O)O)nnn1-c1sc2c(c1C(=O)O)CCCC2
68) CSc1nc(Nc2cccc(NC(=O)/C=C/C(=O)O)c2)c(C#N)c(-c2cccc([N+](=O)[O-])c2)n1
69) COc1cc(-c2nc(-c3ccccc3)c(-c3ccccc3)[nH]2)cc(OC)c1O
70) COc1cc(C2CC(=O)Nc3[nH]ncc32)cc(OC)c1O (centres undefined)
71) CC(CN(C)C)OC(=O)Nc1ccccc1 (centres undefined)
72) S=c1[nH]nc2ccccn12
73) C#Cc1nc(C2=C(C)C(=N\O)/C(=N/O)C2)cs1
74) CCCN1C(=C(C#N)C#N)Sc2c1nc(C)[nH]c2=O
entry no.	67	68	69	70	71	72	73	74
MDA-MB-468	102	112	-49*	113	108	98	83	/
K-562	98	94	3.9*	101	102	93	94	125
HOP-62	87	93	-26*	74	89	102	101	99
MDA-MB-435	106	104	-23*	104	99	108	94	108
CCRF-CEM	101	105	-0.1*	116	101	101	87	97
MOLT-4	94	105	4.9*	98	101	81	88	113
SR	98	/	4.5*	97	96	96	54	112
RPMI-8226	98	99	0.6*	110	106	108	72	83

Looked up one by one from the entries so far:
68) CSc1nc(Nc2cccc(NC(=O)/C=C/C(=O)O)c2)c(C#N)c(-c2cccc([N+](=O)[O-])c2)n1
74) CCCN1C(=C(C#N)C#N)Sc2c1nc(C)[nH]c2=O
71) CC(CN(C)C)OC(=O)Nc1ccccc1 (centres undefined)
73) C#Cc1nc(C2=C(C)C(=N\O)/C(=N/O)C2)cs1
entry no.	68	74	71	73
MDA-MB-468	112	/	108	83
K-562	94	125	102	94
HOP-62	93	99	89	101
MDA-MB-435	104	108	99	94
CCRF-CEM	105	97	101	87
MOLT-4	105	113	101	88
SR	/	112	96	54
RPMI-8226	99	83	106	72
